RmlCD inh 1536 = M. tuberculosis RmlC/RmlD inhibition; P9WH09+P9WH11; RmlC+RmlD coupled enzyme assay, percent inhibition; primary screen in compound mixtures; inhibition, % at 3.6 µM; actives 0.03% (n = 160,000); AID 1533; in the data active = inhibition mostly above about 34%, no sharp cut-off; also: some results filed as inactive read as strong as hits
Target sequence (P9WH09 whole entry, looked up): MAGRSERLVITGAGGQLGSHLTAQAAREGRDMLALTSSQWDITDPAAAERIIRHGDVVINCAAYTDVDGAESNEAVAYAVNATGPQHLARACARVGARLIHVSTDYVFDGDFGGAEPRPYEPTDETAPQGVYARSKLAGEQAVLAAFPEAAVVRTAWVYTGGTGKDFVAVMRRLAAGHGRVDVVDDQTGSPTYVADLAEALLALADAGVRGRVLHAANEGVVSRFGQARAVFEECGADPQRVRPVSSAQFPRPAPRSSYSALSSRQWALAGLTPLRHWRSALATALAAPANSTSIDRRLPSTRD
Target sequence (P9WH11 whole entry, looked up): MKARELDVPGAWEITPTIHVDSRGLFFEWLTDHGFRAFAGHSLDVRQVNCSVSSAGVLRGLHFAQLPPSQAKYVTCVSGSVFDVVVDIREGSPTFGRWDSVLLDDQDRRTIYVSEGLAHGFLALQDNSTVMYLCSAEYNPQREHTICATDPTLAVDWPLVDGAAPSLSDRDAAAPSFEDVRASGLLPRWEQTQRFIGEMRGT
M. tuberculosis GlmU = inhibition of mycobacterial GlmU enzyme – biochemical, glucosamine-1-phosphate acetyltransferase (AID 1376); M. tuberculosis GlmU acetyltransferase enzyme assay; higher % means a stronger effect; inhibition, %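 (tested at 30 µM in the primary screen)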, or IC50 in µM where a hit was titrated; actives 0.25% (n = 220,000); in the data active = inhibition above about 13%;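 also: 0% = complete reaction with vehicle and 100% = reaction without substrate; strong numbers were not always called active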
* marks the source's active call; other numbers are inactive results; . = not tested or not shown; & = joins results of further samples.

molecule,RmlCD inh 1536,M. tuberculosis GlmU
C#CCCOC(=O)N1C2=NC(C(=O)OC)=C(C(=O)OC)[C@@H]3N(Cc4ccccc4)c4ccccc4[C@]23C[C@H]1C(=O)OC,-11,1.0%
Cc1cccc(NC(=O)c2cc(S(=O)(=O)NCc3ccco3)ccc2F)c1C,0,4.0%
CCOC(=O)c1sc2ncnc(N3CCN(C)CC3)c2c1C,-12,-0.4%
C=CCn1c2ccccc2c2nnc(SC(CC)C(=O)Nc3nc(C)c(C(=O)OCC)s3)nc21 (stereo not drawn),-3,.
CCOC(=O)c1sc(Nc2nc(C)cc(OC)n2)nc1C,5,-7.2%
CCOC(=O)N1CCN(C(c2ccc(F)cc2)c2sc3nc(C)nn3c2O)CC1 (stereo not drawn),-10,-5.7%
COCCNC(=O)CC(=O)N/N=C/c1ccc(C(=O)OC)cc1,-4,1.8%
CC1CC(C)CN(CC(=O)NC(c2ccccc2)c2ccccc2)C1 (stereo not drawn),2,-3.2%
CCC(=O)Nc1ccc(C(=O)CN2CCC(C)CC2)cc1,-6,-2.5%
Cc1nn(Cc2n[nH]c(=S)n2Cc2ccccc2)c(C)c1Cl,.,-0.3%
CC(=O)c1cccc(NC(=O)[C@@H](NC(N)=O)C(C)C)c1,-4,-2.9%
COc1ccc([N+](=O)[O-])cc1NS(=O)(=O)c1cccc(C(=O)O)c1,3,5.2%
CC/C(=N\N1CCCCC1)c1c(O)[nH]c(=O)[nH]c1=O,39,2.3%
CNC(=O)C(=O)NCC1OCCN1S(=O)(=O)c1ccc([N+](=O)[O-])cc1 (stereo not drawn),-8,5.7%
O=C1CC(NNc2ccccc2)C(=O)N1c1cccc(Cl)c1 (stereo not drawn),8,-3.1%
Cc1ccc(-c2n[nH]c(=S)n2C)cc1Cl,-10,4.5%
COc1ccc(S(=O)(=O)N2CCCC(C(=O)NCc3ccco3)C2)cc1Cl (stereo not drawn),-2,1.4%
COc1ccc(CNc2oc(COc3ccc(Cl)cc3)nc2C#N)cc1,.,-0.9%
CC(C)c1cc(C(=O)NNC(=S)NCc2ccco2)c(O)c(C(C)C)c1,-5,4.9%
COc1ccc(C2CCCN2C(=S)Nc2ccc(C)c(C)c2)cc1OC (stereo not drawn),11,-0.7%
Cc1nc(N2CCOCC2)nc(N2CCCCC2)c1[N+](=O)[O-],-6,-2.5%
O=C(c1ccc2c(=O)n(Cc3ccco3)c(=S)[nH]c2c1)N1CCN(Cc2ccccc2)CC1,20,1.8%
CNC(=S)Nc1cc(OC)ccc1OC,-6,2.4%
C/C(=N\NC(=S)NC(C)C)c1ccc(Cl)c([N+](=O)[O-])c1,21,1.4%
N#Cc1c(NCCCO)nc(-c2ccco2)c2c1CCCC2,44,0.1%
O=C(COC(=O)Cc1ccsc1)NCC12CC3CC(CC(C3)C1)C2,7,4.3%
Cc1ccc(S(=O)(=O)CCc2nnc(NC(=O)C3CCCO3)s2)cc1 (stereo not drawn),108,-1.5%
Cc1ccc(-n2c(-c3ccccc3)nnc2-c2cccs2)cc1,.,-3.9%
COc1ccc2cc(CN(CC3COCCO3)S(=O)(=O)c3c(C)cc(C)cc3C)c(=O)[nH]c2c1 (stereo not drawn),-5,-1.6%
O=C(N/N=C1\CCc2ccccc21)c1ccncc1,.,-3.4%
COC(=O)[C@@H](NC(=O)Nc1ccc(OC)cc1)C(C)C,.,2.6%
CNc1oc(-c2ccc(OCc3ccccc3)cc2)nc1C#N,4,.
O=c1[nH]c(CSc2ncc(C(F)(F)F)cc2Cl)nc2ccccc12,40,-8.5%
Cc1c(C(=O)NCc2ccccn2)sc2nc(-c3ccc(F)cc3)cn12,-3,2.2%
COc1ccc(CC(=O)Nc2c3c(nn2-c2cccc(Cl)c2)CS(=O)(=O)C3)cc1,-4,1.0%
O=C(/C=C/Sc1ncn[nH]1)c1ccc(Cl)cc1,.,3.6%
Cc1ccc(-c2nc3c4ccccc4ccn3c2CN2CCCCC2)cc1,-9,-4.2%
O=C(Cn1nc(-c2ccccc2)c2ccccc2c1=O)Nc1ccc(O)cc1,21,-1.1%
COCC(C)OC(=O)c1c(N)n(-c2ccc(OC)c(OC)c2)c2nc3ccccc3nc12 (stereo not drawn),.,-0.7%
CCC(=O)Nc1nc(C)c(C(=O)N2CCCCC2)s1,-5,-0.8%
Cc1ccc(NC(=O)CN2CCN(CCN=CC3=C(O)CC(C)(C)CC3=O)CC2)cc1,.,2.5%
O=C(O)c1ccc(Oc2ccccc2)o1,.,-6.7%
Cc1cc(NC(=O)CC(C)(C)C)nc2c1c(=O)oc1ccccc12,.,-1.5%&5.1%
Cc1ccc(NC(=O)c2ccc3ccccc3n2)cc1S(=O)(=O)N(C)C,-12,-3.8%
COc1ccc(NCc2nnc(SCC(=O)N3CCCc4ccccc43)o2)cc1,-8,3.0%
CC1CCCN(c2nc3c(c(=O)[nH]c(=O)n3C)n2Cc2ccccc2Cl)C1 (stereo not drawn),-6,2.0%
CC(C)CCNC(=O)NC(=O)COc1ccccc1C#N,-7,6.3%
Cc1ccsc1C(=O)OCC(=O)Nc1sccc1C(N)=O,.,0.9%
COc1cc(C(=O)N2CCN(Cc3ccccc3C(F)(F)F)CC2)cc(OC)c1OC,1,7.7%
O=C(N/C(=C/c1ccc(Br)cc1)C(=O)N1CCOCC1)c1cccs1,-7,5.2%
CCOC(=O)/C=C/C(=O)Nc1ccc(S(=O)(=O)N(C)c2ccccc2)cc1,-11,1.6%
CCC(=O)Nc1ccc2oc(-c3cccnc3)nc2c1,89,1.8%
Cc1ccccc1NC(=O)c1c(C)[nH]c(=S)c(C#N)c1-c1ccc(Cl)cc1,5,1.8%
C=CCNCC(O)COc1ccc(C(C)=O)cc1OC (stereo not drawn),5,.
Cc1c(-c2ccccc2)[n+](=O)c(-c2ccc(Br)cc2)c(C)n1[O-],15,2.2%
COc1ccc(Br)cc1CNC(=O)CCN1C(=O)COc2ccccc21,.,0.4%
COc1ccc(-c2csc(N3N=C(C)C(C)C3=O)n2)cc1 (stereo not drawn),6,2.9%
CSc1cccc(-n2c(C)cc(C(N)=O)c2C)c1,-2,8.3%
CNC(=S)NNC(=O)c1cccn(Cc2ccc(Cl)c(Cl)c2)c1=O,15,-0.3%
CC(=O)Nc1ccc(NC(=O)C(C)OC(=O)c2ccccc2Sc2ccccc2C#N)cc1 (stereo not drawn),18,2.0%

Going on with the list:
molecule,RmlCD inh 1536,M. tuberculosis GlmU
CC(=O)c1ccc(N2Cc3ccccc3C3(CCOCC3)C2=N)cc1,7,3.8%
Cc1nn(-c2ccccc2)c2c1C1(C(=O)Nc3ccccc31)N1C(=N2)Sc2ccccc21 (stereo not drawn),0,1.1%
CCN1CC(CN(C)Cc2nc(Cc3ccccc3)no2)CC1=O (stereo not drawn),.,2.6%
CNC(=O)/C(=C\C=C\c1ccccc1)NC(=O)c1ccc([N+](=O)[O-])cc1,6,-0.8%
Cc1onc(-c2c(F)cccc2Cl)c1C(=O)NCc1ccco1,13,5.0%
COc1ccc(S(=O)(=O)Nc2ccc(S(=O)(=O)N3CCCCC3)cc2)cc1,2,2.6%
COC(=O)c1cc2c(=O)n3ccccc3nc2n(Cc2cccnc2)c1=N,.,0.6%
O=C(CCCOc1ccc(Cl)cc1Cl)N/N=C\C1CCCCC1,-5,-5.1%
C[C@H](c1ccccc1)n1nnc(COCc2ccccc2)c1C#CCOCc1ccccc1,.,-5.4%
CC(C)C[C@H](NC(=O)c1nc[nH]c1C(=O)NCC(=O)OC(C)(C)C)C(=O)OCc1ccccc1,.,-2.7%
COc1ccc(NC(=O)Cn2cnc3sc(C)c(S(=O)(=O)N4CCN(C)CC4)c3c2=O)cc1OC,-7,1.0%
C=CCn1c(SC(C)C#N)nc2sc(CC)cc2c1=O (stereo not drawn),3,2.9%
COc1cc(NC(=O)CSc2nc3ccccc3cc2Cc2ccccc2)cc(OC)c1,47,-0.8%
Oc1ccccc1/C=N/Nc1cccc2cccnc12,.,0.7%
CCCCOC(=O)Sc1nc2ccccc2o1,6,6.5%
CC(=O)NCCc1nc2ccccc2n1CCOc1ccccc1,-14,1.0%
Cc1ccc(CNc2ccc(Cl)cc2[N+](=O)[O-])cc1,28,.
Cc1ccc(O)c(C(=O)c2cc(C#N)c(=O)n(C(C)c3ccccc3)c2)c1 (stereo not drawn),5,-9.6%
O=C(NCCCN1CCOCC1)C(=O)NCc1ccccc1,-7,-2.6%
Cc1cc(N=Cc2c(O)ccc3ccccc23)no1,2,3.8%

(further entries)
Values run as follows: RmlCD inh 1536 | M. tuberculosis GlmU
- CCOC(=O)c1c(C)oc2cc(Br)c(OC(=O)N3CCOCC3)cc12
 : -3 | -3.3%
- CCOCCc1nnc(N)s1
 : 12 | 5.9%
- COc1cc(C2/C(=C(\O)c3ccc4c(c3)CC(C)O4)C(=O)C(=O)N2CCCn2ccnc2)ccc1O (stereo not drawn)
 : . | -3.4%
- COc1ccccc1C(c1nnnn1Cc1ccccc1)N1CCN(C2CCCC2)CC1 (stereo not drawn)
 : . | 0.9%
- C=CCn1c(SCc2ccc(C(=O)O)cc2)nc2sc(C)c(C)c2c1=O
 : . | 7.6%
- NC(=O)CN1CCN(c2cccc(Cl)c2)CC1
 : 10 | -3.3%
- CC(C)Cc1csc(NC(=O)c2ccc(F)cc2)c1C(=O)O
 : -4 | 6.5%
- CCn1ncc(-c2csc(N)n2)c1C
 : 0 | -1.9%
- CCC(C)NC(=O)CNC(=S)N(Cc1ccccc1F)C1CCCCC1 (stereo not drawn)
 : -13 | 6.3%
- CCN(CC)CC(C)CNC(=O)CN1C(=O)CSc2ccc(S(=O)(=O)N3CCOCC3)cc21 (stereo not drawn)
 : . | 2.5%
- c1ccc(CNn2c(N3CCOCC3)nc3ccccc32)cc1
 : 5 | -0.9%
- CC(C)(C)n1nnnc1C(c1ccncc1)N1CCN(C2CCCCC2)CC1 (stereo not drawn)
 : . | -0.2%
- COC(C[C@H]1O[C@H]1[C@H](O)COCc1ccccc1)OC
 : . | 3.0%
- O=C(CSc1nnc(-c2ccco2)n1Cc1ccco1)NCc1ccccc1
 : 10 | 1.8%
- CCNC(=S)Nc1ccc(Oc2ccccc2)cc1
 : . | 1.8%
- O=S(=O)(Nc1ccc(O)c(CN2CCCCC2)c1)c1ccccc1
 : . | -1.1%
- O=C1C=CC(=O)N1c1ccc(N2CCCCC2)cc1
 : 6 | -2.9%
- COc1ccc(-c2nn(-c3ccccc3C)cc2CNCc2cccnc2)cc1F
 : -4 | 0.7%
- CCN(CC)S(=O)(=O)c1cccc(C(=O)N/N=C/c2ccccn2)c1
 : 4 | -1.1%
- COC(c1ccccc1)c1nnc(CCC(=O)N(C)CCCC2CCCC2)o1 (stereo not drawn)
 : . | 3.1%

7 entries from above, ordered by length of the SMILES, falling:
Values run as follows: RmlCD inh 1536 | M. tuberculosis GlmU
- COc1cc(C2/C(=C(\O)c3ccc4c(c3)CC(C)O4)C(=O)C(=O)N2CCCn2ccnc2)ccc1O (stereo not drawn)
 : . | -3.4%
- CCN(CC)CC(C)CNC(=O)CN1C(=O)CSc2ccc(S(=O)(=O)N3CCOCC3)cc21 (stereo not drawn)
 : . | 2.5%
- CCN(CC)S(=O)(=O)c1cccc(C(=O)N/N=C/c2ccccn2)c1
 : 4 | -1.1%
- COc1ccc(-c2nn(-c3ccccc3C)cc2CNCc2cccnc2)cc1F
 : -4 | 0.7%
- COC(c1ccccc1)c1nnc(CCC(=O)N(C)CCCC2CCCC2)o1 (stereo not drawn)
 : . | 3.1%
- O=C(CSc1nnc(-c2ccco2)n1Cc1ccco1)NCc1ccccc1
 : 10 | 1.8%
- COC(C[C@H]1O[C@H]1[C@H](O)COCc1ccccc1)OC
 : . | 3.0%

Later entries
Values run as follows: RmlCD inh 1536 | M. tuberculosis GlmU
- CCN1CCN(CCNC(=O)c2cn(Cc3ccccc3F)nn2)CC1
 : -1 | -1.3%
- O=C(CN1CCN(c2ccc([N+](=O)[O-])cc2)CC1)Nc1nccs1
 : -11 | 4.4%
- COc1ccc(NC(=S)N/N=C/c2ccc(F)c(F)c2)cc1
 : -11 | 0.4%
- CCN(CC)C(=O)N(CC)Cc1ccccc1
 : 22 | 0.4%
- COc1ccccc1NC(=O)COc1ccc(/C=N/n2cnnc2)cc1OC
 : 10 | 3.4%
- CNCCCNC(=O)c1ccc(/C=N/O)nc1
 : 5 | -0.7%
- Cc1ccc([N+](=O)[O-])cc1NC1CC(O)C(CO)O1 (stereo not drawn)
 : . | 7.4%
- CCn1cc(C(=O)NCCc2ccccc2)c(=O)c2cc(F)c(N3CCN(C)CC3)cc21
 : 6 | 3.1%
- CCn1c(SCc2ccccc2)nnc1C1CCCCC1
 : 6 | 3.6%
- CNc1nc(SC)n(C)c(=O)c1N=O
 : -9 | -9.9%
- O=C1NCCN1C(=O)N(c1ccccc1)c1ccccc1
 : 8 | -2.8%
- COc1ccccc1NC(=O)CSc1nnc(-c2ccco2)o1
 : . | 2.3%
- Fc1ccc(C(c2nnnn2C2CCCCC2)N2CCCC2)cc1 (stereo not drawn)
 : -11 | -2.3%
- O=C(Nc1nnc(-c2ccccc2)s1)c1ccc(F)cc1
 : -10 | -1.0%
- CC(=O)OC(Cn1nc(C)cc1C)c1ccccc1 (stereo not drawn)
 : . | -1.4%
- COc1ccc(-c2cc(-c3cc(F)ccc3O)[nH]n2)cc1OC
 : -4 | 2.3%
- CCCOc1ccc(-c2cn3ccccc3n2)cc1[N+](=O)[O-]
 : -5 | -2.9%
- CC(=NC1CC1)C1=C(O)c2ccccc2C1=O
 : 3 | -3.1%
- CCN(CC)CCNC(=O)C1c2ccccc2C(=O)N(CCOC)C1c1ccc(F)cc1 (stereo not drawn)
 : -9 | 1.2%
- O=C(CNc1ccccc1Cl)N/N=C1\CCCc2ccccc21
 : -12 | 0.3%
- Cc1ccc(C)c(-n2nnnc2SCC(=O)c2c(N)n(C)c(=O)n(C)c2=O)c1
 : 109 | -4.2%

Screening data from PubChem BioAssay.

Only part of the results is shown; rates above refer to the full screens.
